Compound activity: PubChem BioAssay, NCI
NCI-60 one-dose screen, 48 h, at 10 µM unless noted. Numbers give growth in % (100 = growth as untreated, 0 = no growth, -100 = all killed).
OVCAR-8 – OVCAR-8 ovarian cancer. 4.4% of 81,000 active
SK-OV-3 – SK-OV-3 ovarian cancer cells | 3.2% of 80,000 active | AID 1794785
IGROV1 – IGROV1 ovarian cancer | 4.7% of 79,000 active | AID 1794786
OVCAR-3 – OVCAR-3 ovarian cancer; 7% of 79,000 active; AID 1794787
OVCAR-4 – OVCAR-4 ovarian cancer cells; 3.7% of 80,000 active; AID 1794784
NCI-H522 – NCI-H522 lung cancer. 8% of 78,000 active
OVCAR-5 – OVCAR-5 ovarian cancer | AID 1794783 | 2.9% of 82,000 active
NCI-H23 – NCI-H23 lung cancer; 4% of 80,000 active; AID 1794731
NCI/ADR-RES – NCI/ADR-RES ovarian cells; 4.4% of 81,000 active
* = called active by the depositor; x = not tested or not shown; & = joins results of further samples; [ ] = remark or other dose. The calls were made as follows: active = growth percent below 10; inactive = the rest.

SMILES	OVCAR-8	SK-OV-3	IGROV1	OVCAR-3	OVCAR-4	NCI-H522	OVCAR-5	NCI-H23	NCI/ADR-RES
COc1ccc(C2=NN(C(C)=O)C(c3cccc(Nc4ccnc5cc(C(F)(F)F)ccc45)c3)C2)cc1 (centres undefined)	71	78	83	72	67	59	87	79	63
O=S(=O)(Nc1ccc(F)cc1)c1ccc(-c2cnc(C3CC3)o2)cc1	30	40	38	10	70	0.1*	59	42	-0.9*
CC(=O)c1cnn(-c2cc(=O)[nH]c3ccc(Br)cc23)c1C	100	80	62	107	107	90	101	90	92
O=C1CSC(c2ccccc2Cl)N1c1nnc(Cn2cnnc2)o1 (centres undefined)	x	49	75	44	69	101	63	52	8.4*
CN(C)Cc1cc(C(=O)/C=C/c2ccc(C(=O)O)cc2)cc(CN(C)C)c1O	96	108	32	120	108	x	114	110	107
COC(=O)[C@H](Cc1ccccc1)NC(=O)C1(C)CCC[C@]2(C)[C@H]3C[C@H]4C(C(C)C)=C[C@]3(CC[C@@H]12)[C@@H]1C(=O)CCC(=O)[C@@H]14 (some centres undefined)	96	x	97	108	105	89	96	95	102
Cc1ccc2c(c1)c(-c1nc(-c3c[nH]c4ncccc34)cs1)cn2C(=O)OC(C)(C)C	38	91	58	94	x	63	119	81	32
CCCN(c1ccc(OC)cc1)c1nc(-c2ccc(Br)cc2)cs1	100	96	104	107	89	93	100	97	111
O=C1OC(c2ccccc2)=N/C1=C\c1coc2ccccc2c1=O	107	110	x	100	106	x	89	113	112
Cc1ccc2nc(C)c(-c3nnc(SCc4ccccc4)o3)n2c1	102	x	73	99	91	89	106	73	83
O=c1c2ccccc2nc(COc2ccccc2)n1NCc1ccc(F)cc1	105	98	80	112	95	86	110	91	95
COc1ccc(C2C=C(c3ccc(Cl)cc3)N=C3SC=C(C)N32)c(Br)c1 (centres undefined)	19	35	46	11	48	23	67	50	33
COc1ccc2[nH]c(=O)c(CSc3ccc(Nc4nccc(-c5ccc6ccccc6c5)n4)cc3)cc2c1	114	152	110	117	111	94	102	108	99
CC(C)OC(=O)c1cccc([N+](=O)[O-])c1	x	106	128	106	x	103	107	112	113
O=[N+]([O-])c1cccc(S(=O)(=O)Nc2ccc3[nH]ccc3c2)c1	99	107	115	116	100	95	117	109	111
CCOC(=O)c1nn(-c2ccc([N+](=O)[O-])cc2)c(=N/N=C/c2c(O)cc3oc(C)cc(=O)c3c2OC)s1	92	120	103	85	87	93	93	95	91
CC(=O)Nc1c(C(=O)Nc2ccccc2)sc2nc3c(cc12)C(OC(C)=O)CCC3 (centres undefined)	105	47	109	104	108	74	108	98	88
Cc1[nH]c(C(=O)Nc2ccc(C(N)=O)cc2OC(C)C)c(Cl)c1Cl	101	96	95	105	98	92	98	98	112
O=C(O)C1=Nc2ccccc2/C1=C\c1sc(=O)[nH]c1S	101	x	98	96	106	94	108	103	101
CCOC(=O)c1ccccc1NC1=C(Cl)C(=O)c2nc(C)ccc2C1=O	100	108	91	91	84	102	101	82	94
CCOC(=O)/C(C#N)=C/c1cccc(Cl)c1	99	108	110	113	101	104	103	104	112
COc1cc2c(cc1OC)C(c1ccc(S(N)(=O)=O)cc1)NCC2 (centres undefined)	97	99	98	115	107	93	90	x	99
CNC(=O)c1c(NC(=O)c2ccc(C(C)C)cc2)sc2c1CCC(=O)C2	11	-3.9*	-53*	-11*	-74*	-26*	-46*	-1.5*	-7.0*
CCCCN(CCCC)CC(C)(C)C(O)c1ccc(OC)c2ccccc12 (centres undefined)	74	79	-13*	-12*	57	4.6*	58	-1.8*	49
c1ccc(-c2nc3ccccc3s2)nc1	98	100	95	97	101	84	89	89	94

(list continues)
SMILES	OVCAR-8	SK-OV-3	IGROV1	OVCAR-3	OVCAR-4	NCI-H522	OVCAR-5	NCI-H23	NCI/ADR-RES
c1ccc(CN2CCCNCC2)cc1	117	121	107	101	109	99	95	86	98
N=C1N=C(SCc2nc3ccccc3[nH]2)NC(=O)/C1=C/c1ccc(F)cc1	100	115	108	121	103	98	130	100	100
CCOC(=O)c1ccc2c(c1)nc(NC(=O)c1ccncc1)n2CCCOC(C)C	86	98	62	58	58	76	99	58	71
O=C(C(=C(c1ccccc1)c1ccccc1)c1ccccc1)c1ccccc1	91	90	85	94	83	77	111	81	82
CCOC(=O)C1=NN(c2ccccc2)C(=O)C1N=Nc1ccc(S(=O)(=O)Nc2onc(C)c2C)cc1 (centres undefined)	117	108	107	106	106	97	98	x	104
COc1ccccc1N1CCN(CCn2c(=O)c3c(c4ccccc4n3C)n(C)c2=O)CC1	85	94	104	103	114	45	111	103	100
Nc1ccc(Oc2ccccc2)cc1	97	106	112	108	111	86	103	105	106
CCOC(=O)C1=C(C)NC(C)=C(C(=O)OCC)C1c1ccccn1	100	110	97	107	103	96	95	98	x
COc1ccc(C(=O)c2sc3sc(C(=O)c4ccc(OC)cc4)c(N)c3c2N)cc1	101	131	99	110	114	105	105	103	105
COc1cc(CCCO)cc2c1OCO2	106	104	106	102	100	96	104	106	103
CC(C)C(=O)c1ccco1	95	92	96	108	96	93	85	89	95
CCCCN1C(=O)C(O)(CC(=O)c2cc3ccccc3oc2=O)c2ccccc21 (centres undefined)	106	93	100	97	103	97	113	96	101
O=C(NC(CCO)C(=O)O)c1ccccc1 (centres undefined)	106	111	99	100	108	43	96	94	98
CCCSc1nc(N)nc2n[nH]nc12	x	82	105	106	107	70	98	103	107
CSc1nc(-c2ccco2)c2c(N)nn(S(=O)(=O)c3ccc(C)cc3)c2n1	92	99	100	107	103	83	105	96	105
CCN(CC)CCNc1ccc(CO)c2oc3cc(Cl)ccc3c(=O)c12	59	93	x	92	79	78	104	87	74
CCNS(=O)(=O)c1ccc(Cl)c(Cl)c1	96	95	99	106	106	78	97	102	103
Cn1cc2c(c1-c1ccccc1)CCc1cnc(N)nc1-2	104	105	x	113	110	101	109	112	101
Cc1ccc(S(N)(=O)=O)cc1Cl	105	110	109	115	115	99	103	111	117
COc1cc(C2CC(c3cccc(Nc4ccncc4)c3)=NN2c2ccc(Cl)cc2)cc(OC)c1OC (centres undefined)	-26*	64	4.2*	-25*	6.5*	-46*	72	80	43
O=[N+]([O-])c1ccc(NC(c2ccc(OC(F)F)c(OCC3CC3)c2)c2nnnn2C2CCCCC2)cc1 (centres undefined)	88	88	84	82	81	59	83	92	81
OCc1cccc2ccccc12	111	110	120	105	109	x	111	101	105
COc1cc(CCNc2nc3cc(N)cc(N)c3nc2-c2ccccc2)cc(OC)c1	-22*	82	28	-66*	-95*	-65*	13	19	39
NCCCCOc1ccccc1	110	101	113	111	104	105	109	102	97
CCCCCCCCSc1ncnc2nc[nH]c12	79	79	74	74	62	56	90	57	80

Some of the entries above in a different format.
mol,OVCAR-8,SK-OV-3,IGROV1,OVCAR-3,OVCAR-4,NCI-H522,OVCAR-5,NCI-H23,NCI/ADR-RES
Nc1ccc(Oc2ccccc2)cc1,97,106,112,108,111,86,103,105,106
CCOC(=O)C1=C(C)NC(C)=C(C(=O)OCC)C1c1ccccn1,100,110,97,107,103,96,95,98,x
COc1ccc(C(=O)c2sc3sc(C(=O)c4ccc(OC)cc4)c(N)c3c2N)cc1,101,131,99,110,114,105,105,103,105
COc1cc(CCCO)cc2c1OCO2,106,104,106,102,100,96,104,106,103
CC(C)C(=O)c1ccco1,95,92,96,108,96,93,85,89,95

The listing picks up, repeating the five entries before the break.
SMILES	OVCAR-8	SK-OV-3	IGROV1	OVCAR-3	OVCAR-4	NCI-H522	OVCAR-5	NCI-H23	NCI/ADR-RES
O=[N+]([O-])c1ccc(NC(c2ccc(OC(F)F)c(OCC3CC3)c2)c2nnnn2C2CCCCC2)cc1 (centres undefined)	88	88	84	82	81	59	83	92	81
OCc1cccc2ccccc12	111	110	120	105	109	x	111	101	105
COc1cc(CCNc2nc3cc(N)cc(N)c3nc2-c2ccccc2)cc(OC)c1	-22*	82	28	-66*	-95*	-65*	13	19	39
NCCCCOc1ccccc1	110	101	113	111	104	105	109	102	97
CCCCCCCCSc1ncnc2nc[nH]c12	79	79	74	74	62	56	90	57	80
COc1cc(C(=O)Nc2ccc(Cn3nnc4c(F)cccc43)cc2)cc(OC)c1OC	94	x	105	89	80	74	92	87	86
Nc1n[n+](-c2ccc(Cl)cc2)no1	x	97	116	97	102	89	106	100	104
CC(=O)NC(C)(C)C(=O)N[C@@H](C)C(=O)NC(C)(C)C(=O)N[C@@H](C)C(=O)NC(C)(C)C(=O)N[C@@H](C)C(=O)N[C@@H](CCC(N)=O)C(=O)NC(C)(C)C(=O)N[C@H](C(=O)NC(C)(C)C(=O)NCC(=O)N[C@@H](CC(C)C)C(=O)NC(C)(C)C(=O)N1CCC[C@H]1C(=O)N[C@H](C(=O)NC(C)(C)C(=O)NC(C)(C)C(=O)N[C@@H](CCC(N)=O)C(=O)N[C@@H](CCC(N)=O)C(=O)N[C@H](CO)CC1CCCCC1)C(C)C)C(C)C	44[5 µM]	45[5 µM]	49[5 µM]	35[5 µM]	24[5 µM]	6.1*[5 µM]	55[5 µM]	22[5 µM]	97[5 µM]
Cc1ccccc1NC(=S)Nc1ccccn1	92	116	65	97	91	115	96	97	104
COC(=O)c1ccc(N)c2c(N)ccc(C(=O)OC)c12	105&100	106&98	109&95	126&107	104&97	95	102&109	96&111	101&101
S=c1cnc2ccccc2[nH]1	96	96	97	106	105	95	104	98	99
Cc1ccc(-c2cn(CC(=O)Nc3nc4ccccc4s3)nn2)cc1	100	102	97	107	113	102	100	100	108
CCCCCCNC(=O)Oc1ccc(/C(=C(/C)Cc2ccc(OC)cc2)c2ccc(OCCN3CCCCC3)cc2)cc1	81	89	95	94	81	86	91	91	86
CCN(CC)c1ccc2cc(C(=O)c3cccs3)c(=O)oc2c1	82&93	99&114	70&115	81&118	74&105	38	82&97	71&101	37&93
COc1ccc(NC(=O)c2sc3c(=O)[nH]c(C)nc3c2C)cc1	111	103	82	116	x	82	133	97	106
C=C(CN1CC=CCC1)[C@@H]1CC[C@]2(COC(C)=O)CC[C@]3(C)[C@H](CC[C@@H]4[C@@]5(C)CC[C@H](OC(C)=O)C(C)(C)[C@@H]5CC[C@]43C)[C@@H]12	101	107	106	105	97	94	115	104	109
Nc1nc2ccc(Br)cc2s1	91	98	109	117	114	93	102	101	104
NCCC(=O)N(Cc1ccccc1)C(N)=O	89	91	107	115	103	66	107	102	106
O=C(O)Cc1ccc(F)cc1	103	111	99	113	106	86	117	104	103
O=Cc1ccc(-c2ccc3c4c(cccc24)C(=O)N(N2C(=O)c4cccc5cccc(c45)C2=O)C3=O)cc1	103	107	94	x	97	101	101	105	102
O=C1c2cccc3cccc(c23)C(=O)N1N1C(=O)c2cccc3c(-c4ccccc4F)ccc(c23)C1=O	105	116	109	x	107	101	107	110	106
CC1(C)CC[C@]2(C(=O)O)CC[C@]3(C)[C@H](CC[C@@H]4[C@@]5(C)CCC(=O)NC(C)(C)[C@@H]5CC[C@]43C)[C@H]2[C@H]1OC(=O)C(F)(F)F	98	97	109	110	100	98	105	103	94
Nc1nnc2cc(Br)ccc2n1	104	87	86	86	99	91	91	83	96
COc1cc(C2CC(c3ccc(Cl)cc3)=Nc3c(C)nn(-c4ccccc4)c3N2)ccc1Oc1ccnc2cc(Cl)ccc12 (centres undefined)	82	74	70	89	79	71	85	82	86
O=C1CCCC1[n+]1ccccc1 (centres undefined)	86	80	101	98	98	62	71	108	103
CCCCCc1c(C)[nH]c(/C=c2\[nH]/c(=C3/C=c4ccccc4=N3)cc2OC)c1C	-42*	-17*	-4.0*	x	4.2*	-46*	-8.0*	-42*	-21*
Clc1ccc2c(NCCCn3ccnc3)c3oc4ccc(Cl)cc4c3nc2c1	72	83	59	99	96	83	87	x	74
CC1=C(C)C(=O)C(Nc2cccc(C(F)(F)F)c2)=C(Cl)C1=O	87	x	-7.2*	70	-80*	18	100	x	x
Nc1nc2c(nc(N3CCCCC3)n2[C@@H]2O[C@H](CO)[C@@H](O)[C@H]2O)c(=O)[nH]1	103	110	105	108	102	93	104	100	100
CCCCCCCC/C=C\CCCCCCCC(=O)Oc1c(Cl)cc(Cl)cc1[N+](=O)[O-]	112	121	133	123	130	109	107	102	111

Further records
SMILES	OVCAR-8	SK-OV-3	IGROV1	OVCAR-3	OVCAR-4	NCI-H522	OVCAR-5	NCI-H23	NCI/ADR-RES
COC(=O)c1c[nH]c(=S)n1Cc1ccccc1	104	100	103	126	103	101	107	110	112
Nc1nc(-c2ccccc2)c(-c2ccccc2)s1	99	99	88	90	110	89	86	90	94
COc1ccc(OC)c(Nc2nc(SC(C)C)nc(-c3ccccc3)c2C#N)c1	105	105	85	x	94	90	95	91	99
C=CCCCCCCCCC(=O)OCc1ccc2c(c1)OCO2	104	98	95	109	103	97	96	97	105
NS(=O)(=O)c1cccc(Nc2nc(SCC(=O)c3ccccc3)nc3c2CCC3)c1	88	107	95	x	88	94	103	99	98
CC(=O)OCC1OC(OC2C(COC(C)=O)OC(OC(C)=O)C(OC(C)=O)C2OC(C)=O)C(OC(C)=O)C(OC(C)=O)C1OC(C)=O (centres undefined)	102&107&99&104	111&100&105&92	104&103&103&104	122&105&111&108	104&103&107&108	98&116&109	101&101&103&99	101&98&101&100	107&105&105&105
Fc1ccc(COc2ccc(Nc3ncnc4sc5c(c34)CCCC5)cc2)cc1	101	93	95	93	110	73	112	99	96
OCCN(CCO)c1ccc(OCc2ccccc2)cc1	109	110	112	104	112	106	103	101	109
Oc1c(I)cc(I)cc1CN(Cc1ccccn1)Cc1ccccn1	10	26	15	31	26	12	55	26	0.3*
Fc1ccc(-c2cn3ccnc3c(-c3ccc(Cl)cc3)n2)cc1	88	65	66	83	79	53	91	80	66
